S3 lipid droplet = qHTS Assay for Lipid Storage Modulators in Drosophila S3 Cells | hit rate 0.64% among 320,000 | Drosophila S3 cells, BODIPY lipid droplet fluorescence, 18-24 h; cells fed with added oleic acid | lipid storage change, negative = inhibition, % at the top dose, mostly 46.1 µM; hits show Potency in µM; active means well fitted inhibition curve with a large enough effect in the signal ratio, with a control signal flat, not every such curve was filed as active; inconclusive means small, poorly fitted or top-dose-only effect, or effect the other way, or a change in a side signal; the % refers to the signal ratio
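Drosophila S3 cells got compounds at several concentrations plus oleic acid (400 uM solution). Laser-scanning cytometry with 488 nm excitation read lipid droplets at 500-530 nm and cells at 575-640 nm. Percent activity was relative to 20 uM Triacsin C.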
S3 lipid droplet cell count max = further read-out of S3 lipid droplet, marked with its call; cell number change, %; measured here: cell count max response;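 cells counted by Cell Tracker Red CMTPX staining in the red channel; peak over a dose series mostly up to 46.1 µM; percent activity relative to internal control wells on each plate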
Numbers without * were called inactive; i = inactive; u = inconclusive; x = not tested or not shown. On the % scale 0 is the no-effect control and ±100 the full control effect; potency means the concentration at half of the fitted maximal effect. These rows are one share of the data; the hit share may differ from the screen's.

Sequence of screens: S3 lipid droplet, S3 lipid droplet cell count max
1	CC1CCCN(S(=O)(=O)c2ccc(NC(=O)C3CCN(C(=O)C(C)(C)C)CC3)cc2)C1 (stereo unspecified)
    8%, -12
2	CCNC(=S)Nc1cc2oc3ccccc3c2cc1OC
    u, x
3	COc1cc(C(=O)Nc2ccccc2N2CCOCC2)ccc1OCc1c(C)noc1C
    u, x
4	Cn1nc(C(C)(C)C)c(NC(=O)c2sccc2Cl)c1C(C)(C)C
    -15%, 4
5	COc1cccc(-c2nnn(CC(=O)O)n2)c1
    u, x
6	O=C(Nc1ccc(C(=O)N2CCCC2)cc1)c1ccc2c(c1)OCO2
    u, x
7	CC1CCC(NC(=O)CCNC(=O)c2ccccc2)CC1 (stereo unspecified)
    u, x
8	Cc1ccc([N+](=O)[O-])cc1NC(=O)C(C)N1CCCCC1 (stereo unspecified)
    -8%, 0
9	Cc1onc(C(=O)NC(C)c2ccccc2)c1[N+](=O)[O-] (stereo unspecified)
    -1%, 20
10	COC(=O)c1cc2c(cc1[N+](=O)[O-])OCO2
    u, x
11	Cc1sc2nc(CSc3ccccc3)nc(N3CCOCC3)c2c1C
    u, x
12	Cc1ccc(S(=O)(=O)NCc2csc(C)n2)cc1
    u, x
13	O=C(CNC(=O)c1ccc(Cl)cc1)Nc1ccc(S(=O)(=O)Nc2ncccn2)cc1
    7%, 0
14	CN(C)S(=O)(=O)Oc1ccc(Cl)cc1C(=O)Nc1ccc(F)cc1F
    8%, 8
15	COc1ccc(Cl)cc1NC(=O)C1CCCN(S(=O)(=O)c2cccc3nonc23)C1 (stereo unspecified)
    7%, 8

Some of the entries so far, as labelled records:
8. Cc1ccc([N+](=O)[O-])cc1NC(=O)C(C)N1CCCCC1 (stereo unspecified)
  S3 lipid droplet: -8%	S3 lipid droplet cell count max: 0
9. Cc1onc(C(=O)NC(C)c2ccccc2)c1[N+](=O)[O-] (stereo unspecified)
  S3 lipid droplet: -1%	S3 lipid droplet cell count max: 20

(more compounds)
Sequence of screens: S3 lipid droplet, S3 lipid droplet cell count max
16	Cc1ccc(NC(=O)Nc2ncccc2C)cc1
    u, x
17	O=C(Cc1ccc(Cl)cc1)Oc1cccc2cccnc12
    u, x
18	O=C(CN1CCCc2ccccc21)NCc1ccccc1Cl
    4%, -1
19	CCCc1nc(SCC(=O)c2ccc(OC)cc2)c2ccccc2n1
    4%, 3
20	O=C(Cc1ccc2c(c1)CCCC2)Nc1ccccc1Br
    u, x
21	O=C(OCN1C(=O)c2ccccc2C1=O)/C(=C\c1ccco1)NC(=O)c1ccccc1
    -11%, 20
22	CC(=O)Nc1ccc(S(=O)(=O)Nc2ccc(C)c([N+](=O)[O-])c2)cc1
    -5%, 7
23	CCCCc1nc2ccccc2c(NC(=O)CN(CC)CC)c1CCC
    u, x
24	Cc1cc2c(c(SCC(=O)NCc3ccccc3Cl)n1)C(=O)OC2
    7%, -8
25	Cn1c(=O)n(C)c2cc(S(=O)(=O)N3CCCc4ccccc43)ccc21
    u, x
26	COc1cccc(NC(=O)CN(C)C(=O)c2ccc(OCc3ccccc3)c(OC)c2)c1
    i, 28
27	CCCn1nc(NC(=O)c2cccs2)c2cc3ccc(C)cc3nc21
    -12%, -3
28	COc1ccc(C(=O)NCc2nnc(SC)n2C2CCCCC2)cc1
    -1%, 2
29	CCN(C(=O)COC(=O)c1cc(-c2cccs2)nc2ccccc12)C1CCS(=O)(=O)C1 (stereo unspecified)
    u, x
30	COc1ccc(NC(=O)C(C)NS(=O)(=O)c2ccc(NC(C)=O)cc2)cc1Cl (stereo unspecified)
    0%, 17
31	O=C(N/N=C/c1ccc(OC(=O)c2ccccc2)cc1)c1cccnc1
    29%, -20
32	CN(c1ccccc1)S(=O)(=O)c1ccc(C(=O)Nc2nnc(C3CC3)o2)cc1
    0%, 3
33	CCC1=NC(c2ccccc2OC)N(O)C1(C)C (stereo unspecified)
    u, x
34	COc1ccccc1NC(=O)CSc1c2c(nc3ccccc13)CCC2
    -4%, 1
35	COCc1cc(C)nc2sc(C(=O)N3CCCC3)c(N)c12
    u, x
36	COc1ccccc1NS(=O)(=O)c1ccc(C)c(C(=O)NC2CCN(Cc3ccccc3)CC2)c1
    u, x
37	O=C(COC(=O)c1cc(S(=O)(=O)N2CCCC2)ccc1O)Nc1ccc(S(=O)(=O)N2CCOCC2)cc1
    -14%, 5
38	COc1ccccc1N(Cc1cc(=O)[nH]c2ccccc12)C(=O)c1cccc([N+](=O)[O-])c1
    -9%, -11
39	O=C(CN1C(=O)NC2(CCCCCCC2)C1=O)N1CCc2ccccc2C1
    i, -21
40	Cc1ncc(CO)c(/C=N/NC(=S)Nc2ccc(C(C)C)cc2)c1O
    7%, 5
41	O=C(N/C=C\n1cnc2cc(C(F)(F)F)ccc21)c1ccc([N+](=O)[O-])cc1
    5%, -11
42	CNC(=S)NCCc1c[nH]c2ccc(OC)cc12
    i, x
43	Cc1nc(S/C(C(=O)O)=C2/C(=O)Nc3ccccc32)n[nH]1
    u, x
44	COc1cc(C(=O)NCCC(=O)NCCc2ccc(Cl)cc2)cc(OC)c1OC
    7%, 5
45	COCCNC(=O)c1cn(CCOC)c(=O)c2c1c1ccccc1n2C
    u, x
46	O=C(CN1CCN(Cc2ccc(Cl)cc2)CC1)N/N=C/c1ccccc1F
    u, x
47	NS(=O)(=O)c1cccc(NC(=O)COC(=O)/C(=C/c2cccs2)c2cccs2)c1
    9%, 13
48	S=C1NC(c2ccccc2)=NCN1c1ccc(Cl)cc1
    u, x
49	Cc1cccc(/C=C2/Sc3ccc(C(=O)N4CCOCC4)cc3NC2=O)c1
    u, x
50	COc1cc(NS(=O)(=O)c2ccc(NC(C)=O)cc2)cc(OC)c1
    i, -14
51	CC(=O)NCCC(=O)Nc1cc(S(=O)(=O)N2CCOCC2)ccc1Oc1ccc(F)cc1
    u, x
52	COc1cc(CNc2ccc(NC(C)=O)cc2)ccc1OCc1ccccc1C
    u, x
53	COc1ccccc1NC(=O)C1CCCN(S(=O)(=O)c2c(C)noc2C)C1 (stereo unspecified)
    24%, -10
54	Cc1ccnc(SCC(=O)N2CCc3ccccc3C2)n1
    -15%, 18
55	CCn1c(=O)n(CC(=O)NCc2ccccc2OC)c(=O)c2ccccc21
    u, x
56	C/C(=N\Nc1ccc([N+](=O)[O-])cc1)c1ccco1
    u, x
57	CN1CCN(NC(=O)c2cc(-c3ccc(Br)s3)nc3ccccc23)CC1
    u, x
58	O=C(Nc1cccn(Cc2cccc(F)c2)c1=O)NC1CCCCC1
    -3%, 17
59	COc1cc2c(cc1OC)C(c1ccc(C)o1)CC(=O)N2 (stereo unspecified)
    i, x
60	COc1cc(C(=O)Nc2ccc3c(c2)ncn3C(C)(C)C)cc(OC)c1OC
    u, x
61	Cc1c(CCOC(=O)CC23CC4CC(CC(C4)C2)C3)sc[n+]1CC(=O)c1ccccc1
    u, x
62	O=C(Nc1cc(Cl)ccc1Cl)c1ccc(-c2ccccc2)cc1
    17%, 9
63	O=C(CCC(=O)c1ccccc1)NCCOc1ccccc1
    u, x
64	CCOC(=O)c1ccc(N/C=C/C(=O)c2ccco2)cc1
    u, x
65	Cc1ccc2c(C)c(C(=O)Nc3nnc(C)s3)oc2c1
    u, x
66	CN1CCN(/C=N/C2=C(C#N)C(c3ccccc3)C3=C(CC(C)(C)CC3=O)O2)CC1 (stereo unspecified)
    -19%, -5
67	COc1cccc(NC(=O)CN(C)C(=O)c2cc3ccccc3cc2OC)c1
    u, x
68	NNC(=O)c1nn(-c2ccc(Cl)cc2)cc1O
    u, x
69	COc1ccc(C(=O)OCC(=O)NC2CC2)cc1OC
    u, x
70	CC(=O)Oc1ccc2c(=O)c(Oc3ccccc3)c(C)oc2c1OC(C)=O
    0%, 1
71	C1=C(c2ccccc2)CCN(c2ncnc3nc[nH]c23)C1
    -4%, -15
72	CCN(C(=O)COC(=O)c1ccc(OCc2c(C)noc2C)cc1)c1ccccc1
    i, x
73	Cc1cc(-c2nnc(CCC(=O)NC(c3ccccc3)c3ccccc3)o2)no1
    -22%, -5
74	O=C1C2C3C=CC(CC3)C2C(=O)N1/N=C/c1c(O)ccc2ccccc12 (stereo unspecified)
    u, x
75	Cc1ccc(OCCn2c(=O)n(C)c3ccccc32)cc1
    11%, 4

(further entries)
Sequence of screens: S3 lipid droplet, S3 lipid droplet cell count max
76	Cc1csc2c(SCC(=O)NNS(=O)(=O)c3cccc(C(F)(F)F)c3)ncnc12
    u, x
77	O=[N+]([O-])c1ccc(CSc2nnc(Cc3ccccc3)n2-c2ccc(F)cc2)cc1
    -6%, 11
78	CCOC(=O)n1c(=O)n(Cc2cccc(F)c2)c2ccccc21
    u, x
79	O=S(=O)(c1ccc(F)cc1)N1CCCNCC1
    37%, 18
80	CCOC(=O)c1c(C)nc2c(c1-c1ccc(OC)c(OC)c1)C(=O)c1ccccc1-2
    u, x
81	CN1Cc2cc(C(=O)c3cc(Cl)cc(CSc4ncccn4)c3O)cnc2NC1=O
    u, x
82	COCCCNC(=O)/C(C#N)=C/c1c(N2CCN(C)CC2)nc2ccccn2c1=O
    -9%, -8
83	CCOc1ccccc1OCC(=O)OCc1csc(CC(=O)Nc2ccccc2C)n1
    u, x
84	CC(=O)Nc1ccc(S(=O)(=O)NCCc2ccc(F)cc2)cc1
    5%, x
85	O=C(Cc1ccccc1)Nc1ccc(C(=O)Nc2ccccc2C(=O)O)cc1
    i, 17
86	C=CCN1C(=O)C(CC(=O)Nc2ccccc2)SC1=Nc1ccc(S(N)(=O)=O)cc1 (stereo unspecified)
    u, x
87	CN(Cc1ccccc1)S(=O)(=O)c1ccc(OCC(=O)NCc2ccncc2)cc1
    -8%, -12
88	CC1CN(C(=O)Nc2ccc(F)cc2F)CC(C)O1 (stereo unspecified)
    u, x
89	CC(C)C(NC(=O)/C=C/c1ccc(F)cc1)C(C)C
    -9%, -17
90	NCCNCCNCCN
    u, x

Record cards (already shown). Order of screens: S3 lipid droplet | S3 lipid droplet cell count max
CCN(C(=O)COC(=O)c1cc(-c2cccs2)nc2ccccc12)C1CCS(=O)(=O)C1 (stereo unspecified) across the screens: u | x
COCc1cc(C)nc2sc(C(=O)N3CCCC3)c(N)c12 across the screens: u | x
CC(=O)Oc1ccc2c(=O)c(Oc3ccccc3)c(C)oc2c1OC(C)=O across the screens: 0% | 1
O=C1C2C3C=CC(CC3)C2C(=O)N1/N=C/c1c(O)ccc2ccccc12 (stereo unspecified) across the screens: u | x
CN1CCN(NC(=O)c2cc(-c3ccc(Br)s3)nc3ccccc23)CC1 across the screens: u | x

(continued)
Sequence of screens: S3 lipid droplet, S3 lipid droplet cell count max
91	O=C(CCCNS(=O)(=O)c1cccc2nsnc12)NCCc1ccccc1
    -1%, 7
92	CN(C)S(=O)(=O)c1cccc(NC(=S)N/N=C/c2ccco2)c1
    -8%, 9
93	COc1ccccc1N1CCN(S(=O)(=O)c2cn(C)c(=O)n(C)c2=O)CC1
    u, x
94	COc1ccc2cc3cc(C(=O)NCCN4CCc5ccccc5C4)sc3nc2c1
    u, x
95	O=S(=O)(Nc1nc2ccccc2nc1N1CCc2ccccc2C1)c1ccc(Cl)cc1
    u, x
96	COC(=O)CSc1nc2cc(C)ccc2cc1C#N
    0%, -12
97	COC(=O)c1c(C)oc2ccc(N(C(=O)Oc3ccccc3)S(=O)(=O)c3ccc(Cl)c([N+](=O)[O-])c3)cc12
    u, x
98	CN(Cc1ccc(Cl)s1)C(=O)CN1C(=O)N(C)C2(CCCCC2)C1=O
    u, x
99	CCn1c(COc2ccccc2)nnc1SCC(=O)Nc1ccc2c(c1)OCCO2
    u, x
100	CCCCCC1CC(=O)N(Cc2ccc(Cl)cc2)C(=O)N1 (stereo unspecified)
    u, x
101	CC(C)(C)c1cc(C(C)(C)C)cc(S(=O)(=O)CCc2ccccn2)c1
    u, x
102	COc1ccc(CCN(C(=O)C(F)(F)F)C(C(=O)NC2CCCC2)c2cccs2)cc1OC (stereo unspecified)
    i, x
103	CC(=O)Nc1ccc(-c2csc(NC(=O)C3CC(=O)N(c4ccc5c(c4)OCCO5)C3)n2)cc1 (stereo unspecified)
    u, x
104	Cc1noc(/C=C/N(C)C)c1S(=O)(=O)N1CCN(c2ccc(F)cc2)CC1
    i, x
105	CN(CC(=O)NCc1ccncc1)S(=O)(=O)c1ccc(Br)cc1
    8%, x
106	COc1ccccc1NC(=O)N1CCC(c2nc3cc(C)c(C)cc3[nH]2)CC1
    -10%, -38
107	O=C(N/N=C/c1c[nH]c2ccccc12)c1ccn(Cc2ccc(Cl)cc2)n1
    u, x
108	CS(=O)(=O)N1CCN(c2ccc(NC(=O)Cc3ccccc3)cc2)CC1
    i, x
109	CCCCOC(=O)Nc1cccc(Cl)c1C
    u, x
110	COCC(=O)n1nc(-c2ccccc2)nc1NCc1ccc(N(C)C)cc1
    i, -16
111	Cc1ccc(NC(=O)Cn2c(=O)cnc3ccccc32)cc1S(=O)(=O)N(C)C
    0%, 6
112	O=C(NCCC1CCCCN1S(=O)(=O)c1ccc(Cl)cc1)C(=O)NCc1ccco1 (stereo unspecified)
    u, x
113	C=C(C)CNC(=S)N/N=C/c1c(F)cccc1F
    u, x
114	Cn1c(SCC(=O)C(C)(C)C)nnc1-c1cccnc1
    4%, 11
115	CCOC(=O)c1[nH]ncc1CN1CCN(Cc2ccc(C)cc2)C(CCO)C1 (stereo unspecified)
    20%, -5
116	O=C(Cc1ccsc1)N1CCN(S(=O)(=O)c2cc(C(F)(F)F)cc(C(F)(F)F)c2)CC1
    i, -29
117	CCONc1ncnc2nonc12
    -2%, -4
118	COc1cc(CCN2C(=O)c3cccc4cccc(c34)C2=O)c(S(=O)(=O)NCCCO)cc1OC
    12%, -1
119	Cn1c(=O)[nH]c(=O)c2c1nc(N(CCO)Cc1ccccc1)n2CCCc1ccccc1
    u, x
